EZH2 inh – EZH2/PRC2 methyltransferase inhibitors, primary screen, biochemical, DELFIA time-resolved fluorescence, single point; 57,000 tested, 0.35% active; inhibition, % at 12.5 µM; Histone-lysine N-methyltransferase EZH2 (Homo sapiens), Q15910; PRC2 H3K27 methylation, DELFIA TRF, 1 h;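 active = mean inhibition of replicates at least 50% and every single replicate also reaching 50%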;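 also: dimethyl H3K27 on biotinylated H3 21-44 peptide detected by antibody; plate controls were median neutral control wells for no effect and median positive control wells for full effect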
IDH1 mut inh – inhibitors of IDH1 R132H reductase, primary screen, biochemical, plate reader, single point; Isocitrate dehydrogenase [NADP] cytoplasmic (Homo sapiens), O75874; diaphorase/resazurin fluorescence, 60 min; inhibition, % at 10 µM; 70,000 tested, 0.18% active; in the data active = inhibition above about 34%;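 also: 0% = DMSO and 100% = no enzyme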
Target sequence (O75874 whole entry R132H): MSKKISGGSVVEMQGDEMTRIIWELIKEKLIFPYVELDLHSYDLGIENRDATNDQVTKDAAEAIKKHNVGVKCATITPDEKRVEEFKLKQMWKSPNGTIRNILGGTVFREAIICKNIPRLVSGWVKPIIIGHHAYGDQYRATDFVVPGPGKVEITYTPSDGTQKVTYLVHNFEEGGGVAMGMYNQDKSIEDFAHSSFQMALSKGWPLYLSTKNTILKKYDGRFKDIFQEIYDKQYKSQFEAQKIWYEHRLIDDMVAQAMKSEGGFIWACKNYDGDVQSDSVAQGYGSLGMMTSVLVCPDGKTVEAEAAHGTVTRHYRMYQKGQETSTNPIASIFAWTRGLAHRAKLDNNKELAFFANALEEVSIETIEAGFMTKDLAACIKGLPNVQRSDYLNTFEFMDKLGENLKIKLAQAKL
An asterisk follows results filed as active; . = not tested or not shown; & = joins results of further samples. A portion of the library (hit frequency here may not be typical).

Results follow in this order: IDH1 mut inh | EZH2 inh
1) C[C@H]1CN([C@@H](C)CO)C(=O)Cc2cc(NC(=O)C3CCCCC3)ccc2O[C@H]1CN(C)CC1CC1
    1.1 | -17
2) CCCNC(=O)N(C)C[C@H]1Oc2cc(C#CCC(C)C)ccc2S(=O)(=O)N([C@H](C)CO)C[C@@H]1C
    0.2 | .
3) Cc1c(C(=O)NC(=S)NCc2cccnc2)oc2ccccc12
    0.0 | 8
4) C=CCNC(=O)[C@@H]1[C@H]2C(=O)O[C@H](c3ccccc3)[C@H](c3ccccc3)N2[C@H](c2ccc(O)cc2)[C@@]12C(=O)Nc1ccc(C#CCC(C(=O)OC)C(=O)OC)cc12
    0.0 | -25
5) C[C@@H]1CN([C@H](C)CO)C(=O)c2cccc(NC(=O)C3CC3)c2O[C@@H]1CN(C)CC1CC1
    0.0 | -1
6) CO[C@H]1CN(C)C(=O)c2cc(NC(C)=O)ccc2OC[C@@H](C)N(C(=O)C2CCC2)C[C@@H]1C
    0.0 | 7
7) C[C@H]1CCCCO[C@H](CN(C)C(=O)Cc2ccccc2)[C@@H](C)CN([C@@H](C)CO)C(=O)c2cc(NC(=O)Nc3ccccc3)ccc2O1
    -0.3 | .
8) C[C@@H]1CN([C@H](C)CO)C(=O)c2cc(-c3cccc(F)c3)cnc2O[C@H]1CN(C)Cc1ccccc1
    -1.5 | 0
9) C[C@H](CO)N1C[C@H](C)[C@H](CN(C)Cc2ccccn2)Oc2cc(C3=CCCC3)ccc2S1(=O)=O
    1.3 | 11
10) COc1ccc(S(=O)(=O)Nc2ccc3c(c2)[C@H]2C[C@H](CC(=O)N(C)C)O[C@H](CO)[C@H]2O3)cc1
    1.4 | 5
11) C[C@H](CO)N1C[C@H](C)[C@H](CN(C)Cc2ccccc2)Oc2c(NS(=O)(=O)c3cn(C)cn3)cccc2C1=O
    . | -3
12) COc1cccc(C#Cc2ccc3c(c2)O[C@H](CN(C)C(=O)c2ccccn2)[C@H](C)CN([C@H](C)CO)S3(=O)=O)c1
    -1.2 | -29
13) C[C@@H]1CN([C@H](C)CO)C(=O)CCCn2nncc2CO[C@H]1CN(C)Cc1cccnc1
    4.2 | 0
14) C[C@H](CO)N1C[C@H](C)[C@H](CN(C)CC2CC2)Oc2cc(C#CCN(C)C)ccc2S1(=O)=O
    0.0 | -22
15) CNC[C@@H]1OCCCC[C@H](C)Oc2ccc(NC(=O)Nc3ccc(OC)cc3)cc2C(=O)N([C@H](C)CO)C[C@@H]1C
    3.3 | 5
16) Cc1cccc(S(=O)(=O)N(C)C[C@H]2OCc3cn(nn3)CCCC(=O)N([C@H](C)CO)C[C@@H]2C)c1
    . | -4
17) C[C@@H]1CN([C@@H](C)CO)C(=O)c2cc(C3=CCCC3)cnc2O[C@H]1CN(C)Cc1cccnc1
    -0.1 | 10
18) C[C@H]1CN([C@@H](C)CO)S(=O)(=O)c2ccc(C3=CCCCC3)cc2O[C@@H]1CN(C)C(=O)C1CCOCC1
    . | 6
19) C[C@@H]1CN([C@H](C)CO)C(=O)c2cc(NC(=O)Nc3ccc(C(F)(F)F)cc3)ccc2O[C@H]1CN(C)Cc1ccc(C(=O)O)cc1
    1.1 | .
20) O=C(O)CCN1C(=O)c2cccc3c([N+](=O)[O-])ccc(c23)C1=O
    -0.1 | -9

Not a retest: an excerpt of the list.
Results follow in this order: IDH1 mut inh | EZH2 inh
1) C[C@H]1CN([C@@H](C)CO)C(=O)Cc2cc(NC(=O)C3CCCCC3)ccc2O[C@H]1CN(C)CC1CC1
    1.1 | -17
2) CCCNC(=O)N(C)C[C@H]1Oc2cc(C#CCC(C)C)ccc2S(=O)(=O)N([C@H](C)CO)C[C@@H]1C
    0.2 | .
3) Cc1c(C(=O)NC(=S)NCc2cccnc2)oc2ccccc12
    0.0 | 8
4) C=CCNC(=O)[C@@H]1[C@H]2C(=O)O[C@H](c3ccccc3)[C@H](c3ccccc3)N2[C@H](c2ccc(O)cc2)[C@@]12C(=O)Nc1ccc(C#CCC(C(=O)OC)C(=O)OC)cc12
    0.0 | -25
5) C[C@@H]1CN([C@H](C)CO)C(=O)c2cccc(NC(=O)C3CC3)c2O[C@@H]1CN(C)CC1CC1
    0.0 | -1
6) CO[C@H]1CN(C)C(=O)c2cc(NC(C)=O)ccc2OC[C@@H](C)N(C(=O)C2CCC2)C[C@@H]1C
    0.0 | 7

Next part:
Results follow in this order: IDH1 mut inh | EZH2 inh
21) COc1cccc(-c2cnc3c(c2)C(=O)N([C@@H](C)CO)C[C@@H](C)[C@H](CN(C)Cc2ccc(C(=O)O)cc2)O3)c1
    -32 | 11
22) Cc1cc(C)cc(NC(=O)CN(c2ccccc2F)S(C)(=O)=O)c1
    0.3 | -3
23) C[C@@H]1CN([C@@H](C)CO)C(=O)c2cc(-c3ccccc3F)cnc2O[C@@H]1CN(C)Cc1cccc(C(=O)O)c1
    . | -6
24) Cc1cc(O)c2c(c1)C(=O)C1=C(C2=O)C(O)C(O)C(O)C1O (centres undefined)
    -0.5&0.2 | .
25) CO[C@@H]1CN(C)C(=O)c2cc(NC(=O)C3CCC3)ccc2OC[C@@H](C)NC[C@H]1C
    -1.1 | -4
26) C[C@@H]1CN([C@H](C)CO)S(=O)(=O)c2ccc(C#CCC3CCCC3)cc2O[C@H]1CN(C)C
    -1.4 | 11
27) COc1ccc(C(=O)Nc2ccc3c(c2)C(=O)N(C)C[C@H](OC)[C@H](C)CN(C)[C@H](C)CO3)cc1
    0.3 | 1
28) C[C@H]1CCCCO[C@H](CN(C)S(=O)(=O)c2ccccc2)[C@@H](C)CN([C@@H](C)CO)C(=O)c2cc(NC(=O)Nc3ccccc3)ccc2O1
    1.2 | .
29) C[C@H]1CN([C@@H](C)CO)C(=O)Cc2cc(NC(=O)CCCCCC(=O)Nc3ccccc3N)ccc2O[C@H]1CN(C)C(=O)Nc1cccc2ccccc12
    . | -13
30) COc1ccc(S(=O)(=O)N(C)C[C@@H]2Oc3ncc(/C=C/c4ccccc4)cc3C(=O)N([C@H](C)CO)C[C@@H]2C)cc1
    -0.9&0.3 | -2&-9
31) Cc1nn(C)cc1CN(C)C(=O)c1nn2c(c1Br)NC(c1cccs1)CC2C(F)(F)F (centres undefined)
    -0.2 | 6
32) O=C(C[C@H]1C=C[C@@H](NC(=O)c2ccccn2)[C@@H](CO)O1)NCc1cccc(F)c1
    0.0 | 7
33) C[C@H]1CN([C@@H](C)CO)S(=O)(=O)c2ccc(C3=CCCCC3)cc2O[C@H]1CN(C)C(=O)CC1CC1
    . | -10
34) CC(C)NC(=O)Nc1ccc2c(c1)C(=O)N([C@@H](C)CO)C[C@H](C)[C@H](CN(C)C)O2
    -3.5 | -1
35) C[C@H]1CCCCO[C@@H](CN(C)CC2CCCCC2)[C@@H](C)CN([C@@H](C)CO)C(=O)c2cc(NC(=O)Nc3ccccc3)ccc2O1
    -1.0 | .
36) Cc1noc(C)c1NC(=O)Nc1ccc2c(c1)C(=O)N([C@H](C)CO)C[C@@H](C)[C@@H](CN(C)C)OCCCC[C@@H](C)O2
    5.9 | -2
37) C[C@H]1CN([C@@H](C)CO)C(=O)c2cc(NC(=O)Nc3ccccc3)ccc2O[C@H]1CN(C)C(=O)Nc1ccc2c(c1)OCO2
    2.3 | .
38) Cc1ccc(S(=O)(=O)NCC[C@H]2CC[C@H](NC(=O)Nc3cccc(F)c3)[C@@H](CO)O2)cc1
    0.0 | -3
39) CO[C@H]1CN(C)C(=O)c2ccc(NS(=O)(=O)c3ccccc3C)cc2OC[C@H](C)N(C)C[C@H]1C
    0.1 | 2
40) CCCN1C[C@@H](C)[C@H](OC)CN(C)C(=O)c2ccc(NS(=O)(=O)c3ccccc3)cc2OC[C@@H]1C
    0.2 | 13
41) CC(C)NC(=O)N[C@H]1CC[C@H](CC(=O)N2CCCCC2)O[C@H]1CO
    -0.2 | 11
42) C[C@@H]1CN([C@H](C)CO)C(=O)c2cccc(NC(=O)C3CCOCC3)c2O[C@@H]1CN(C)C(=O)NC1CCCCC1
    -1.7 | -2
43) COC(=O)C1=COC(O[C@@H]2O[C@H](CO)[C@@H](O)[C@H](O)[C@H]2O)[C@H]2[C@@H]1[C@H](OC(=O)CCc1ccc(O)cc1)C[C@]2(C)O (some centres undefined)
    0.2 | 2
44) CC(C)NC(=O)N(C)C[C@@H]1Oc2ncc(C#CCc3ccccc3)cc2C(=O)N([C@@H](C)CO)C[C@@H]1C
    1.5 | -3
45) CCC(=O)N1C[C@@H](C)[C@H](OC)CN(C)C(=O)c2cc(NC(=O)c3ccc(OC)cc3)ccc2OC[C@H]1C
    . | -7
46) CNc1cc(NS(=O)(=O)c2ccc(N)cc2)nc(NC)n1
    -0.2 | -8
47) CCOC(=O)c1ccc(NC(=O)CSc2nc3ccccc3c(=O)[nH]2)cc1
    0.7 | .
48) COc1ccc(NC(=O)c2ccc(-c3ccc(-c4noc(C)n4)cc3C)cc2)cc1OCCN(C)C
    -0.3 | -66
49) CCCN(C)C[C@H]1OCCCC[C@@H](C)Oc2ccc(N(C)C)cc2C(=O)N([C@H](C)CO)C[C@@H]1C
    0.1 | -1
50) C[C@H]1CN([C@@H](C)CO)C(=O)c2cccc(NC(=O)Nc3ccccc3)c2O[C@@H]1CN(C)C(=O)Nc1ccccc1
    . | -11
51) COc1ccc(C#Cc2ccc3c(c2)O[C@@H](CN(C)C)[C@@H](C)CN([C@@H](C)CO)S3(=O)=O)cc1
    -1.4 | -34
52) COc1ccc(NC(=O)N[C@H]2CC[C@@H](CCNC(=O)CCN3CCCCC3)O[C@H]2CO)cc1
    0.4 | -18
53) C[C@@H]1CN([C@H](C)CO)C(=O)Cc2cc(NS(=O)(=O)c3ccc(F)cc3)ccc2O[C@H]1CN(C)C(=O)Nc1cccc2ccccc12
    1.3 | .
54) C[C@H]1CN([C@@H](C)CO)C(=O)Cc2cc(NC(=O)CCCCCC(=O)Nc3ccccc3N)ccc2O[C@@H]1CN(C)C(=O)Nc1ccc(C(F)(F)F)cc1
    0.0 | -17
55) O=C1N(CCS(=O)(=O)c2ccccc2)Cc2ccccc2[C@@H]2OC(c3ccc(OCCCO)cc3)=N[C@]12Cc1ccccc1
    . | 6
56) COc1ccccc1NC(=O)COc1ccc(Br)cc1CO
    -0.1 | -5
57) CCC(=O)N(C)C[C@H]1Oc2ncc(Br)cc2C(=O)N([C@H](C)CO)C[C@@H]1C
    0.0 | -10
58) C[C@H](NC(=O)C[C@@H]1C=C[C@@H](NC(=O)CN2CCOCC2)[C@@H](CO)O1)c1ccccc1
    -0.1 | 7
59) C[C@@H]1CN([C@@H](C)CO)C(=O)c2cc(-c3ccc(F)cc3)cnc2O[C@@H]1CN(C)C(=O)NC1CCCC1
    2.0 | 6
60) C/C=C/c1cnc2c(c1)C(=O)N([C@@H](C)CO)C[C@H](C)[C@@H](CN(C)S(=O)(=O)c1ccccc1)O2
    -8.4 | -8
61) COc1cccc(NC(=O)N[C@H]2C=C[C@@H](CC(=O)Nc3ccc(-c4ccccc4)cc3)O[C@H]2CO)c1
    0.1 | 21
62) COCC(=O)Nc1ccc2c(c1)[C@H]1C[C@H](CC(=O)N3CCOCC3)O[C@H](CO)[C@H]1O2
    -5.7 | 2
63) C/C=C/c1ccc2c(c1)O[C@@H](CN(C)C(=O)c1ccccc1F)[C@H](C)CN([C@H](C)CO)S2(=O)=O
    2.1 | 1
64) CC(C)NC(=O)Nc1ccc2c(c1)C(=O)N([C@H](C)CO)C[C@H](C)[C@@H](CN(C)C(=O)Nc1ccc(F)cc1)O2
    . | -5
65) C[C@@H]1CCCCO[C@H](CN(C)C(=O)NC2CCCCC2)[C@H](C)CN([C@@H](C)CO)C(=O)c2cc(NC(=O)c3ccncc3)ccc2O1
    8.7 | .
66) CN(C)CCCNC(=O)C[C@@H]1CC[C@@H](NS(=O)(=O)c2ccccc2)[C@@H](CO)O1
    -0.1 | 11
67) C[C@H]1CN([C@@H](C)CO)C(=O)c2cc(NC(=O)NC3CCCCC3)ccc2O[C@@H]1CN(C)Cc1ccc2c(c1)OCO2
    1.1 | 0
68) C=CC[C@H](O)c1ccc(O)c(F)c1
    . | -6
69) Cc1ncsc1CCSc1nc2ccccc2c(=O)n1-c1ccccc1
    1.2 | 13
70) O=C(NC1CCCCC1)N[C@H]1C=C[C@H](CC(=O)N2CCOCC2)O[C@H]1CO
    0.0 | -4
71) CCCC(=O)Nc1ccc2c(c1)C(=O)N(C)C[C@@H](OC)[C@@H](C)CN(C)[C@H](C)CO2
    0.1 | 8
72) C[C@@H]1CN([C@H](C)CO)S(=O)(=O)c2ccc(C#C[C@@H](C)O)cc2O[C@@H]1CN(C)C(=O)CC1CC1
    . | -6
73) C[C@@H]1CN([C@H](C)CO)C(=O)c2cc(NC(=O)CCCN(C)C)ccc2O[C@@H](C)CCCCO[C@@H]1CN(C)C(=O)c1ccccc1
    2.3 | 0
74) COC(=O)c1ccc(NC(=O)CCC(=O)c2ccc(F)cc2)cc1
    3.7 | -5
75) COc1ccc(CN(C)C[C@@H]2OCCCC[C@H](C)Oc3ccc(NC(=O)CCC(F)(F)F)cc3C(=O)N([C@@H](C)CO)C[C@H]2C)cc1
    3.6 | .
76) C[C@@H]1CN([C@@H](C)CO)C(=O)Cc2cc(NC(=O)C3CC3)ccc2O[C@@H]1CN(C)S(=O)(=O)c1ccccc1
    . | 5
77) O=C(C[C@@H]1C[C@@H]2c3cc(NC(=O)C4CCC4)ccc3O[C@@H]2[C@H](CO)O1)NCc1cc(F)ccc1F
    -0.1 | -3
78) CC(C)CC#Cc1ccc2c(c1)O[C@H](CN(C)C(=O)Nc1ccccc1F)[C@@H](C)CN([C@@H](C)CO)S2(=O)=O
    0.4 | .
79) C[C@H](CO)N1C[C@H](C)[C@@H](CN(C)Cc2ccc(C(=O)Nc3ccccc3N)cc2)Oc2c(NS(=O)(=O)c3ccccc3)cccc2C1=O
    0.3 | -9

Complete entries from above. Order of values: IDH1 mut inh | EZH2 inh
Record of COC(=O)c1ccc(NC(=O)CCC(=O)c2ccc(F)cc2)cc1 → 3.7 | -5
Record of O=C(NC1CCCCC1)N[C@H]1C=C[C@H](CC(=O)N2CCOCC2)O[C@H]1CO → 0.0 | -4
